# KAT2A inh = inhibitors of human GCN5L2 histone acetyltransferase; Q92830; GCN5L2 HAT assay, ThioGlo1 CoA-SH fluorescence; Potency, µM (top dose mostly 58.9 µM), without a hit: at the top dose activity change, negative = inhibition, most hits filed as inhibitors; actives 0.21% (n = 390,000); AID 504327
#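 Preincubate 20nM GCN5L2 with compound 15 min, RT → add 50uM ThioGlo1 + 75uM H3(1-25) + 70uM acetyl-CoA → read fluorescence 0 and 20 min. Primary qHTS; fluorescent artifacts likely.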
# DT40 TDP1 CPT = growth inhibition of DT40 Tdp1-/-;hTDP1 cells with camptothecin (screen for TDP1 inhibitors); Potency, µM (doses to about 46.2 µM), for the others: top-dose activity change, negative = growth inhibition, most hits filed as inhibitors; AID 686979; chicken DT40 Tdp1-/-;hTDP1 cells + 20 nM CPT, ATP luminescence, 48 h; actives 12% (n = 420,000); also: nearly all actives have a fitted effect of over 55% in size
#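 Cell growth measured by CellTiter-Glo luminescence after a minimum 48 h, 37 C compound exposure with 20 nM CPT in Tdp1-knockout DT40 cells stably expressing hTDP1, seeded 400/well; qHTS titration format.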
# FEN1 inhibitor = blocks human flap endonuclease 1; Recombinant FEN1 flap cleavage, fluorescence, 15 min; Potency, µM (titrated, usually from 114 µM), inactives show top-dose activity change, negative = inhibition, hits mostly inhibitors; actives 0.35% (n = 390,000); also: nearly all actives have a fitted effect of over 65% in size
# Target sequence (P39748 whole entry, looked up): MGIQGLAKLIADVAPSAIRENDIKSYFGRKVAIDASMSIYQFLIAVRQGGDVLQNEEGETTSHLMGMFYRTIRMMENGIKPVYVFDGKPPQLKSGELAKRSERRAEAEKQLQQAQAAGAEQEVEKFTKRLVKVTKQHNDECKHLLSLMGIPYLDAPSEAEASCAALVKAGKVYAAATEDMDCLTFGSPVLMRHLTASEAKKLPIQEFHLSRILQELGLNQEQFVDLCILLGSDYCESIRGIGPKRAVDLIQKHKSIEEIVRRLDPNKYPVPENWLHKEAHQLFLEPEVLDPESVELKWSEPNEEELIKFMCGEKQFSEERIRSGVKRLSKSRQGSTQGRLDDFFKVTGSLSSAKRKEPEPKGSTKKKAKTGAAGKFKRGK
#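 Compounds are tested as a concentration series against 10 nM FEN1; after a 15 min room-temperature preincubation, 50 nM substrate starts cleavage, with plate reads at 0 and 15 min. Normalized responses are fitted by a Hill equation.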
# * = called active by the depositor; u = inconclusive; x = not tested or not shown; & = joins results of further samples; [ ] = another dose, or the depositor's remark. Calls follow the shape of the dose curve; as a rule, active = well fitted curve in the direction sought with a large enough effect; inconclusive = small, poorly fitted or top-dose-only effect, or another doubt; inactive = no such curve, though single readings can be large; an effect the other way counts as inactive or inconclusive. % is scaled to controls: 0 for no effect and ±100 for the full control effect; potency is read from the fitted curve at half-maximal effect. A portion of the library, so the mix of outcomes need not match the whole.
SMILES,KAT2A inh,DT40 TDP1 CPT,FEN1 inhibitor
CCc1nnc(NC(=O)Cc2sc(C)nc2-c2ccc(C)cc2)s1,0%,-1%,0%
Cc1cc(=O)nc2c3ccccc3n(C(C)C(=O)Nc3cc(F)ccc3F)n12 (stereo not given),-8%,-26%,-16%
CC(C)C(NC(=O)OC(C)(C)C)C(=O)NC(CCC(=O)OCc1ccccc1)C(N)=O (stereo not given),0%,-6%,-8%
CCOc1ccc(NC(=O)CS(=O)(=O)c2cn(CC)c3ccccc23)cc1,-2%,-21%,13%
COC(=O)c1ccc(NC(=O)N2CCOCC2)cc1,-4%,-5%,0%
Cc1ccc(-n2c(SCC(=O)NCc3ccco3)nnc2-c2cccnc2)cc1,1%,-9%,-5%
Cc1c(NC(=S)NC(=O)C(C)(C)C)cccc1[N+](=O)[O-],21%,-3%,-6%
CN1C(=O)/C(=C2\SC(N)=NC2=O)c2ccccc21,-6%,18µM*,34%
Cn1cc(/C=C/c2ccnc3ccccc23)c2ccccc21,x,u,u
CCN1CCc2c(OCc3ccc(C)cc3)cccc2C1=O,-2%,3%,1%
COc1ccc(C(=O)n2c(C)c(CCO)c(=O)n2C)cc1,-7%,39%[activator],-12%
O=C(c1ccccc1)C(C(=O)N1CCCCC1)n1ccccc1=O (stereo not given),-3%,-10%,5%
Cc1ccc(-n2c(C)nnc2SCC(=O)NNC(=O)c2ccco2)cc1,1%,11%,-3%
C=CCc1ccc(OC(=O)NC2CCCCC2)c(OC)c1,3%,4%,4%
O=C(c1ccccc1)N1CCCCC1,x,-5%,7%
CC(C)Oc1ccc2c3c(c(=O)oc2c1)CCC3,-1%,-3%,-1%
COc1cc2ccccc2cc1C(=O)NC(=S)Nc1ccc(C(=O)O)cc1,-19%,-13%,u
CC1CN(CC(O)c2ccc(Br)cc2)CCO1 (stereo not given),x,22%,-13%
Cc1ccc2c(CN3CCCCC3)cc(=O)oc2c1,2%,-9%,-7%
C=CCn1c(SCc2c(C)noc2C)nc2sc(C)c(C)c2c1=O,-13%,21µM*,5%
COC(=O)c1ccc(NC(=O)C2CCCN2C(=O)Nc2cccc(C(C)=O)c2)cc1 (stereo not given),-3%,6%,3%
Cc1ccc(CNC(=O)c2ccc(NC3=NC4CS(=O)(=O)CC4S3)cc2)cc1 (stereo not given),-3%,-7%,-14%
Cc1c(CC(=O)N2CCCCC2)c(=O)oc2c(C)c3occ(C(C)(C)C)c3cc12,-7%,u,-7%
Cc1ccc2c(c1)N(CC(=O)NCCCN1CC(C)CC(C)C1)C(=O)c1cccnc1O2 (stereo not given),-2%,-8%,-17%
Cc1ccccc1NC(=O)Cc1nc(COC(=O)c2cccc(O)c2)cs1,-6%,u,4%
CNCCC(=O)N1c2ccccc2CCc2ccc(NC(=O)OC)cc21,3%,u,-10%
COc1ccc(NC(=O)CCN2CCN(Cc3ccccc3)CC2)c(OC)c1,0%,-2%,-2%
CCC(C)(C)NC(=O)C(c1ccc(OC)cc1)N(C(=O)CCC(=O)Nc1cc(C)on1)C(C)(C)C (stereo not given),-2%,5%,-1%
COc1ccc(NS(=O)(=O)c2cc(NC(=O)Cn3cnc4c3c(=O)n(C)c(=O)n4C)ccc2C)cc1,0%,u,3%
Cc1c(N=C2NC(=O)/C(=C/c3ccc(O)cc3)S2)c(=O)n(-c2ccccc2)n1C,-4%,-18%,-4%
C=Cc1ccc(CN2C(=O)c3ccccc3Sc3ccc(C(=O)OCc4ccco4)cc32)cc1,-1%,x,3%
CC(C)CC(NC(=O)c1ccccc1)C(=O)OCC(=O)Nc1ccc(S(N)(=O)=O)cc1 (stereo not given),-5%,2%,-2%
O=C(Cn1[nH]c(=O)c2ccccc2c1=O)Nc1ccc2c(c1)CCC2,-2%,-15%,4%
Fc1ccc(Nc2c(-c3c[nH]c4ccccc34)nc3ccccn23)cc1,-18%,16µM*,-4%
CN(CC(=O)Nc1ccc(Cl)c(C(F)(F)F)c1)C(=O)/C=C/c1cccs1,1%,u,-18%
CC(=O)Nc1ccc(/C=C2\C=Cc3ccccc32)cc1,x,u,0%
COc1ccccc1OCCSc1nc2ccccc2n1CC(N)=O,3%,5%,6%
CC(=O)OC1CC2(C)/C(=N\O)CCC2C2CCc3cc(O)ccc3C12 (stereo not given),13%,-9%,15%
CCc1c(C)sc(NC(=O)C2c3ccccc3Oc3ccccc32)c1C(=O)OC(C)C,-2%,-14%,-7%
O=C(NCCCc1ccccc1)C1CC1,x,6%,-2%

# Compounds from the list above with a tert-butyl group, in the order listed:
SMILES,KAT2A inh,DT40 TDP1 CPT,FEN1 inhibitor
CC(C)C(NC(=O)OC(C)(C)C)C(=O)NC(CCC(=O)OCc1ccccc1)C(N)=O (stereo not given),0%,-6%,-8%
Cc1c(NC(=S)NC(=O)C(C)(C)C)cccc1[N+](=O)[O-],21%,-3%,-6%
Cc1c(CC(=O)N2CCCCC2)c(=O)oc2c(C)c3occ(C(C)(C)C)c3cc12,-7%,u,-7%
CCC(C)(C)NC(=O)C(c1ccc(OC)cc1)N(C(=O)CCC(=O)Nc1cc(C)on1)C(C)(C)C (stereo not given),-2%,5%,-1%

# Some of these compounds in order of number of heavy atoms, ascending:
SMILES,KAT2A inh,DT40 TDP1 CPT,FEN1 inhibitor
Cc1c(NC(=S)NC(=O)C(C)(C)C)cccc1[N+](=O)[O-],21%,-3%,-6%
C=CCc1ccc(OC(=O)NC2CCCCC2)c(OC)c1,3%,4%,4%
COc1ccccc1OCCSc1nc2ccccc2n1CC(N)=O,3%,5%,6%
C=Cc1ccc(CN2C(=O)c3ccccc3Sc3ccc(C(=O)OCc4ccco4)cc32)cc1,-1%,x,3%
CCC(C)(C)NC(=O)C(c1ccc(OC)cc1)N(C(=O)CCC(=O)Nc1cc(C)on1)C(C)(C)C (stereo not given),-2%,5%,-1%

# Carrying on.
SMILES,KAT2A inh,DT40 TDP1 CPT,FEN1 inhibitor
O=C(NNC(=O)c1ccc2ccccc2c1)c1cccc(F)c1,x,25%,10%
CCCc1cc(Nc2ccccc2)n2ncnc2n1,4%,-6%,-8%
CCOC(=O)/C(=C/Nc1ccc(F)cc1)[N+](=O)[O-],-2%,-3%,-6%
CN1CCN(c2ccc(NC(=O)c3cc4ccccc4o3)cc2)CC1,-3%,-26%,-6%
CCOC(=O)CNc1nc(Cl)nc(Nc2ccccc2)n1,8%,2%,-4%
O=C(Oc1ccc(O)cc1)C12CC3CC(CC(C3)C1)C2,-3%,u,-24%
CC(C)CCn1nnc2sc(-c3ccccc3)cc2c1=O,-13%,-8%,14%
C/C(=N/OCC(=O)NCCCCCCNC(=O)CO/N=C(/C)c1cccs1)c1cccs1,-2%,u,8%
O=C(O)CSc1nc2ccc(C(=O)c3ccccc3)cc2[nH]1,-2%,6%,-2%
Cc1cnc(CNc2ncncc2-c2c(C)noc2C)cn1,-8%,3.7µM*,x
CC(=O)N1CCc2cc(Br)cc(S(=O)(=O)CCC(=O)NCc3ccc(F)cc3)c21,-12%,-6%,9%
CCN(C(=O)COC(=O)CCOc1ccccc1C)c1c(N)n(Cc2ccccc2)c(=O)[nH]c1=O,x,-25%,-9%
Cc1cc(C)n2nc(C(=O)OCC(=O)N3CC(C)CC(C)C3)nc2n1 (stereo not given),1%,3%,8%
CCS(=O)(=O)N1CC(=O)N(c2cc(Cl)ccc2C)C(C)(C(=O)NC2CCCCCC2)C1 (stereo not given),-9%,u,0%
O=C(CN1CCN(S(=O)(=O)N2CCCCC2)CC1)Nc1ccc(Cl)c(Cl)c1,-16%,u,-20%
Cc1cc(NC(=O)CSc2ccc(-c3nc4cc(C)c(C)cc4[nH]3)cn2)no1,-1%,u,7%
N/C(=N\OC(=O)c1ccc(Cl)cc1Cl)c1ccccc1,-3%,-4%,-18%
COc1ccccc1N1CCN(/N=C/C=C\c2ccco2)CC1,24%,-10%,4%
COC(=O)c1cc(=O)c2ccc(OC)cc2o1,-3%,-2%,-3%
COc1ccc(N/N=C(\C#N)C(N)=O)cc1,-10%,11%,-1%

# Exported field by field: part of the list above
C/C(=N/OCC(=O)NCCCCCCNC(=O)CO/N=C(/C)c1cccs1)c1cccs1
  KAT2A inh: -2%
  DT40 TDP1 CPT: u
  FEN1 inhibitor: 8%
O=C(O)CSc1nc2ccc(C(=O)c3ccccc3)cc2[nH]1
  KAT2A inh: -2%
  DT40 TDP1 CPT: 6%
  FEN1 inhibitor: -2%
Cc1cnc(CNc2ncncc2-c2c(C)noc2C)cn1
  KAT2A inh: -8%
  DT40 TDP1 CPT: 3.7µM*
  FEN1 inhibitor: x
CC(=O)N1CCc2cc(Br)cc(S(=O)(=O)CCC(=O)NCc3ccc(F)cc3)c21
  KAT2A inh: -12%
  DT40 TDP1 CPT: -6%
  FEN1 inhibitor: 9%

# (further entries)
SMILES,KAT2A inh,DT40 TDP1 CPT,FEN1 inhibitor
COc1ccc(N2CCN(C(=O)C(Cc3ccccc3)n3cccc3)CC2)cc1 (stereo not given),-15%,u,-18%
COc1cc(C)nc(SCC(N)=O)n1,0%,-1%,5%
CCCC1Cc2[nH]c(=O)c(C#N)cc2CO1 (stereo not given),-14%,-7%,-2%
Cc1ccc(OCc2ccc(C(=O)N3CCCC3)o2)cc1C,-8%,u,-13%
CC1=C(C(=O)OCc2ccccc2)C(c2ccc(C#N)cc2)NC(=O)N1CCCC(=O)O (stereo not given),-1%,2%,2%
O=C(Nc1c(F)cccc1F)c1ccc2c(c1)CCN2S(=O)(=O)c1ccccc1,-10%,u,-15%
Cc1cc(NC(=O)c2ccc(Cl)cc2Cl)no1,-2%,-27%,11%
Cc1ccc(S(=O)(=O)N2CCCC(C(=O)NCc3cccnc3)C2)cc1Cl (stereo not given),-3%,-25%,-11%
COc1ccc(NC(=O)CC(NCCc2ccccc2)C(=O)O)c(OC)c1 (stereo not given),-4%,-11%,0%
O=C1CCCN2N=C(SCC(=O)Nc3nccs3)SC2=N1,2%,-4%,11%
CC1(C)N([O-])C2=C(CCCC2)[N+]1=O,-7%,3%,-10%
COCCNc1cc(-c2c(C)noc2C)ncn1,-5%,-20%,x
CCc1ccc(NC(=O)CCC(=O)c2ccc(C)cc2)cc1,-18%,2%,3%
CC12CN(NC(=O)c3ccccc3F)C3(C#N)CC1CCC23C (stereo not given),-11%,14%,-12%
O=C(CN1C(=O)CCC1=O)Nc1nc(-c2ccc3ccccc3c2)cs1,-5%,3%,-21%
CCCCNC(=O)CCC1N=C2c3ccccc3N=C(SCC(=O)NCCc3ccc(OC)c(OC)c3)N2C1=O (stereo not given),-7%,6%,2%
COc1ccccc1CNC(=O)c1ccc(CS(=O)(=O)c2ccccc2OC)o1,1%,-18%,-1%
CNC(=O)[C@H](C)[C@@H]1C[C@@]1(C)[C@@H](NC(=O)OCc1ccccc1)c1ccccc1,-2%,u,0%
Cc1cccc(Nc2ncccc2C(=O)O)c1C,-1%&-6%,-18%&4%,6%
COc1cccc(-c2cc(C(F)(F)F)nc(NCc3ccc(F)cc3)n2)c1,-7%,u,-22%
CN(C)C(CNc1ccc(C(F)(F)F)cc1[N+](=O)[O-])c1ccccc1 (stereo not given),-16%,u,-13%

# Part of the list above, showing only FEN1 inhibitor.
molecule | FEN1 inhibitor
C=Cc1ccc(CN2C(=O)c3ccccc3Sc3ccc(C(=O)OCc4ccco4)cc32)cc1 | 3%
Cc1c(CC(=O)N2CCCCC2)c(=O)oc2c(C)c3occ(C(C)(C)C)c3cc12 | -7%
CCCC1Cc2[nH]c(=O)c(C#N)cc2CO1 (stereo not given) | -2%
